Screening results from PubChem BioAssay.
MT1-MMP act inh: blockers of MT1-MMP proenzyme processing, primary screen, HT1080 RFP-PRO-GFP cells, GFP/RFP fluorescence; GFP/RFP ratio fluorescence, overnight; percent of plate control window, DMSO zero; 360,000 tested, 0.061% active; GFP/RFP ratio change, % at 20 µM; Matrix metalloproteinase-14 (Homo sapiens), P50281; AID 651647, 2012;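 active = GFP/RFP ratio change of at least 30% with cell ATP level not reduced by more than half and red fluorescence within 50% of control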; also: strong numbers were not always called active
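Material: RFP-PRO-GFP reporter HT1080 cells. Dosing: single-point 20 µM compound, 1% DMSO. Controls: DMSO and RFP-L50D-GFP cell wells. Timing: cells overnight before dosing, compound overnight, 37 °C, 5% CO2. Measure: GFP/RFP fluorescence ratio.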
CendR NRP1 mod: modulators of CendR peptide binding to NRP-1, primary screen, biochemical, fluorescence polarization, uHTS; Neuropilin-1 (Homo sapiens), O14786; FAM-RPARPAR peptide binding to NRP-1; inhibition, % at 25 µM; 360,000 tested, 0.85% active; AID 602438, 2012;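 active = inhibition or corrected inhibition above about 18%, plus a signal ratio from 0.5 to 1.5, limit read from the data, passing the limit was not always enough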; also: strong numbers were not always called active
PABP1 MLLE inh: inhibitors of PABP1 MLLE–PAM2 peptide binding, primary screen, biochemical, fluorescence polarization, FITC-PAM2, GST-MLLE. Polyadenylate-binding protein 1 (Homo sapiens), P11940. inhibition, % at 20 µM. 360,000 tested, 0.36% active. AID 588489, 2011; in the data active = inhibition above about 35%, passing the limit was not always enough;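 also: plate controls were DMSO wells with GST-MLLE for no effect and wells lacking GST-MLLE protein for full effect; some results filed as inactive read as strong as hits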
SKN-1 block: suppressors of acrylamide-induced Pgst-4::GFP reporter in worms, primary screen, SKN-1 inhibitor project, whole organism, uHTS, GFP/RFP fluorescence ratio, strain VP596; C. elegans VP596 Pgst-4::GFP/RFP ratio, 24 h; inhibition, % at 21.8 µM; 360,000 tested, 0.49% active;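 active = interference check ratio from 0.5 to 1.5 plus GFP to RFP signal ratio inhibition reaching or exceeding a fixed threshold, cut at about 30% in these data, passing the limit was not always enough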; also: some compounds called inactive have numbers as strong as hits
MsrA inh: bovine MsrA enzyme inhibitors, primary screen, biochemical, absorbance, HTS | purified bovine MsrA, absorbance read-out | Methionine sulfoxide reductase A (Bos taurus) | inhibition, % at 15.5 µM | 360,000 tested, 0.75% active; in the data active = inhibition above about 4.5%;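 also: 0% = vehicle wells with enzyme and 100% = reference inhibitor wells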
MsrA act: bovine MsrA enzyme activators, primary screen, biochemical, absorbance, HTS. 360,000 tested, 0.3% active. Methionine sulfoxide reductase A (Bos taurus). activation, % at 10.6 µM. purified bovine MsrA, absorbance read-out; in the data active = activation above about 7.5%;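 also: 0% = vehicle and 100% = reference activator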
E coli Lon inh: inhibitors of E. coli Lon protease, primary screen, biochemical, fluorescence polarization; P0A9M0; purified E. coli Lon protease; inhibition, % at 7.94 µM; 360,000 tested, 0.42% active; in the data active = inhibition above about 13%, passing the limit was not always enough;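 also: 0% = enzyme with probe and DMSO and 100% = no enzyme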
TbMetRS inhib: T. brucei MetRS inhibitors, primary screen, biochemical, luminescence; AID 624268, 2012; methionyl-tRNA synthetase (Trypanosoma brucei brucei); purified T. brucei MetRS, ATP depletion, Kinase-Glo luminescence; 360,000 tested, 0.4% active; inhibition, % at 11.9 µM;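 active = inhibition above a per-plate cutoff of the control wells' mean inhibition plus 3 SD, cut at about 5.5% in these data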;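 also: 0% = DMSO wells median and 100% = median of wells with control inhibitor compound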
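Measured by: Kinase-Glo luciferase luminescence reporting remaining unconsumed ATP. Material: purified T. brucei MetRS enzyme. Doses: 11.9 µM compound single dose, 0.9% DMSO. Medium: HEPES buffer containing pyrophosphatase, BSA, spermine, DTT. Times: 15 min preincubation, 2 h reaction, all 25 °C. Reagent: methionine, ATP and bulk E. coli tRNA.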
FAS-TE inh: FAS thioesterase domain inhibitors, primary screen, biochemical, fluorescence intensity, uHTS | Fatty acid synthase (Homo sapiens), P49327 | recombinant FAS-TE, OMFH fluorogenic substrate, fluorescence endpoint | inhibition, % at 15 µM | 360,000 tested, 0.67% active | AID 602261, 2012;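 active = compounds whose normalised, plate-corrected inhibition of enzyme fluorescence in the single-dose primary screen is 50% or more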;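 also: 0% = DMSO with enzyme and 100% = substrate without enzyme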
Target sequence (P49327 whole entry, looked up, the tested form may be a part): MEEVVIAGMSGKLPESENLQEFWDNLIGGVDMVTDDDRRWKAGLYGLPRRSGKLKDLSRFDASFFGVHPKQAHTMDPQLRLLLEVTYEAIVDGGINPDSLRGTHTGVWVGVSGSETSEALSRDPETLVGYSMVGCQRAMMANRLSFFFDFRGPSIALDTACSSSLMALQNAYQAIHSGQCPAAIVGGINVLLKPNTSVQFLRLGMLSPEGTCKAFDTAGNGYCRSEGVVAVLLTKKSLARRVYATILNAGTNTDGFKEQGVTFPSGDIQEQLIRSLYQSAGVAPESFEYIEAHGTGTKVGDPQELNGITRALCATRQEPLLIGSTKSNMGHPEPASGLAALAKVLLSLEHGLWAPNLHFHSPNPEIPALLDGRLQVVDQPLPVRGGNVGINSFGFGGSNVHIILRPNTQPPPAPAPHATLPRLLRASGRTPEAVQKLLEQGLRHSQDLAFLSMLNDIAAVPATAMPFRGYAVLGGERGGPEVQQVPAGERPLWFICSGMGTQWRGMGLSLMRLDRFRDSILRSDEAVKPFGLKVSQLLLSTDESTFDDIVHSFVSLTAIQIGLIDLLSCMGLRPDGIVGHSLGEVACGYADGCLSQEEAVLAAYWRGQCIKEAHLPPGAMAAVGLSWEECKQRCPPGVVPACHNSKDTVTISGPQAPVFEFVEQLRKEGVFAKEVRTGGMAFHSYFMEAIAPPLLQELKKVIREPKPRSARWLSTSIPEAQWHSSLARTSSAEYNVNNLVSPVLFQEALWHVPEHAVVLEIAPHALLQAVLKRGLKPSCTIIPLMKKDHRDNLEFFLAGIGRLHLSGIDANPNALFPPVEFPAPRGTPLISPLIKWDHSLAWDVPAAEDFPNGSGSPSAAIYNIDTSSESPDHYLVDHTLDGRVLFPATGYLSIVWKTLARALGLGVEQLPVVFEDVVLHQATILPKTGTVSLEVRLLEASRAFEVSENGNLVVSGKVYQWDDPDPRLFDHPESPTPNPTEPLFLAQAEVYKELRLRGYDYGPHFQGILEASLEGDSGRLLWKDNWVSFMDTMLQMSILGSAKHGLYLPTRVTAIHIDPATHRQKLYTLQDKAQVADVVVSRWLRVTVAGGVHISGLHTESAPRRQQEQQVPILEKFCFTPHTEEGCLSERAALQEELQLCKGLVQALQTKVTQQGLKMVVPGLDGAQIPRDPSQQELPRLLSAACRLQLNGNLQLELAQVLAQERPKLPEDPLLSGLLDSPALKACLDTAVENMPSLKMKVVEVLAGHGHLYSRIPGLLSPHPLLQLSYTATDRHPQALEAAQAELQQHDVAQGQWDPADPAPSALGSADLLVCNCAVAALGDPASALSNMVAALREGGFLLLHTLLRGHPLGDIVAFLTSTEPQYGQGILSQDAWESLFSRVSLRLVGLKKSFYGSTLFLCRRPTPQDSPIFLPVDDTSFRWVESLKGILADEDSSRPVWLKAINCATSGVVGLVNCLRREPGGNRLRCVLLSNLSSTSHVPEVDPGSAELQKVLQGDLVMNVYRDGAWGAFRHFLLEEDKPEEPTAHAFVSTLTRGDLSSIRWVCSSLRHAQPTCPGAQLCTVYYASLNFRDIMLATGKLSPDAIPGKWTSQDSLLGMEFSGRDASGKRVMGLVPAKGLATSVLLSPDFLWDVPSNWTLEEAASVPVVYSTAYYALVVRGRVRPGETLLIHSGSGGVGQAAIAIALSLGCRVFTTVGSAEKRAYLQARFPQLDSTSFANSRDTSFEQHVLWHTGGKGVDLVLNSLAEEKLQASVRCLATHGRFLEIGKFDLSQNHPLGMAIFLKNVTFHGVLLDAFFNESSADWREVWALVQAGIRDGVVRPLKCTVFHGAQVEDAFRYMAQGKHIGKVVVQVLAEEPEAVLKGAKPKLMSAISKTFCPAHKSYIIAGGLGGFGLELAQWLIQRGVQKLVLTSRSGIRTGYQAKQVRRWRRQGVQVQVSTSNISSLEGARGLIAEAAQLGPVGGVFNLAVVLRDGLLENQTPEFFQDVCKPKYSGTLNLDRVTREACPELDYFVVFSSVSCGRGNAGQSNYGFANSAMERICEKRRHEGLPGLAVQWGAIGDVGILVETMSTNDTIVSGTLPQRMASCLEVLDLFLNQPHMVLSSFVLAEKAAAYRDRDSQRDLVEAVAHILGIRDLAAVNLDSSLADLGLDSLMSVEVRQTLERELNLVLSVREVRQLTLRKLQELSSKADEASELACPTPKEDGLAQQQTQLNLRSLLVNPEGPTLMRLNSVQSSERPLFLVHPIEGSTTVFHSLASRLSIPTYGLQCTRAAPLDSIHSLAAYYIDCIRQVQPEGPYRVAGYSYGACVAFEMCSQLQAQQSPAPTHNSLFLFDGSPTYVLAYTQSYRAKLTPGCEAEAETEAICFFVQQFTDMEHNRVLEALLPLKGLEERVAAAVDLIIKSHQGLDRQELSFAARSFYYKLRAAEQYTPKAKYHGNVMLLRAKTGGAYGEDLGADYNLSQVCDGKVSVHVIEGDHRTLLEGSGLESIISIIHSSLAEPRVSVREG
Starred values were filed as active, the others as inactive; x = not tested or not shown.

SMILES	MT1-MMP act inh	CendR NRP1 mod	PABP1 MLLE inh	SKN-1 block	MsrA inh	MsrA act	E coli Lon inh	TbMetRS inhib	FAS-TE inh
COc1ccccc1NC(=O)CSc1nnc(COc2ccccc2C)o1	-2	7	1	27	1.0	-4	6	-0.1	9
CCCCC(=O)N1CCCC(C)C1 (stereo not drawn)	0	16	6	2	-0.7	0	-1	-0.2	-1
CC(C)(C)C(=O)NCCN1C(=O)S/C(=C\c2ccc([N+](=O)[O-])cc2)C1=O	2	10	4	5	3.2	-5	3	-0.4	15
O=C(Sc1ccccc1)c1cccc(Cn2cc(C(F)(F)F)ccc2=O)c1	-2	-4	30	0	-1.5	0	-9	-0.1	35
C#CCN1CCc2onc(-c3ccc(Br)cc3)c2C1=O	2	2	x	6	0.3	x	x	-0.4	x
FC(F)(F)C(F)(F)C(F)(F)c1nnc2ccc(N3CCOCC3)nn12	11	-5	3	-12	-0.9	-2	-3	-0.8	0
CC1CCN(C(=O)Cc2nn(C)c(=O)c3ccccc23)CC1	-1	6	-1	14	-0.2	-5	-6	0.0	-5
COc1ccc(S(=O)(=O)N2CCCCCC2)cc1Br	4	-2	4	-6	0.7	-10	8	1.6	15
CCOC(=O)c1ccc(N2CN(C3CCCCC3)CNC2=S)cc1	4	7	4	-5	0.2	-2	-9	-0.3	-2
Cc1ccc(S(=O)(=O)N(C)C)cc1NC(=O)CSc1nc2ncc(Cl)cc2[nH]1	-2	-12	-40	13	-0.1	-1	-12	0.3	-9
O=C(NC1CCCCC1)C1CC(=O)N(c2cccc([N+](=O)[O-])c2)C1 (stereo not drawn)	-1	6	-9	7	0.4	-1	-8	-0.3	80*
CCOc1ccc(/C=N\NC(=O)c2c(C)nc3cc(C)ccn23)cc1	1	-7	-2	7	3.1	-4	-5	-0.5	-4
COc1ccccc1N1CCN(C(=O)C(CC(C)C)NC(=O)C2CCCCC2)CC1 (stereo not drawn)	-5	0	15	-5	-1.2	-1	-4	-0.9	1
CC(=O)Nc1nnc(CSCc2ccc(F)cc2)s1	-1	6	12	-3	0.0	-2	6	-0.1	-6
C=CCN(CC=C)C(=O)c1ccncc1	-3	1	-6	23	-0.1	2	8	-0.1	-9
COc1cccc(OCC(=O)NNC(=S)Nc2ccc(Cl)cc2Cl)c1	-3	24*	30	-12	0.8	2	-2	-0.4	4
Cc1ccc2c(c1)N(Cc1ccccc1)C(=O)C(C)O2 (stereo not drawn)	-1	-5	1	7	-1.2	-2	3	0.1	5
Cc1nc2sc(C(c3ccccc3)N3CCN(C(=O)c4ccco4)CC3)c(O)n2n1 (stereo not drawn)	-2	-3	-8	11	-0.6	-1	-1	-0.2	-5
COc1ccc(NS(=O)(=O)c2cc(NC(=O)CC(=O)c3ccc([N+](=O)[O-])cc3)ccc2C)cc1	3	8	9	4	2.6	-4	3	0.4	25
N#Cc1c(N)c(C(=O)c2ccccc2)n2ccccc12	1	1	2	7	1.2	-4	1	0.8	0
CS(=O)(=O)N1CCCC(C(=O)NCCCN2CCc3ccccc3C2)C1 (stereo not drawn)	-5	6	20	-4	0.6	-7	9	-0.8	-13
CCOC(=O)Cc1csc(SCC(=O)NC2CCC(C)CC2)n1 (stereo not drawn)	0	0	8	8	-2.0	-8	-2	-0.7	-4
O=C(C[n+]1ccccc1)NNc1ccccc1	-1	15	3	13	0.7	-1	2	-0.3	-13
O=C(Nc1cccc(Cl)c1)Nc1nccs1	6	4	5	26	0.6	-3	-5	1.0	-1
Cc1cc(=O)oc2cc(OCC(=O)OCC(=O)N(C)C3CCS(=O)(=O)C3)ccc12 (stereo not drawn)	2	0	-1	2	-0.5	0	-3	0.0	-4
COc1ccc(NC(C)=O)c(C)c1	0	-6	-11	-15	-1.1	-14	5	-1.3	1
Cc1onc(-c2c(F)cccc2Cl)c1C(=O)N1CCOC12CCCCC2	1	2	0	6	-0.5	-1	0	-0.2	-4
N#Cc1c(-c2ccccc2)nc2n1CCS2	4	3	-4	9	0.6	-6	9	-0.4	6
COc1ccc(C(=O)CSC2=NS(=O)(=O)c3cc(Cl)ccc3N2)cc1	5	4	10	6	2.0	-2	-3	-0.4	0
CCCCCCCC(=O)N/N=C/c1ccc(Br)cc1	8	5	4	0	-0.1	-2	-2	-0.3	1
Cc1nc(-c2nnc(SCC(=O)Nc3ccc(Cl)cc3)n2C)cs1	3	-7	-2	-3	-0.4	-2	7	3.7	2
COc1ccc(OC)c(N2C(=O)CC(Cc3ccc(Cl)cc3)C2=O)c1 (stereo not drawn)	7	16	16	-3	2.8	-4	1	-0.1	-4
COc1ccc(/C=N/NC(=O)CCCOc2ccc(Cl)cc2Cl)cc1[N+](=O)[O-]	1	-4	5	-14	-0.1	4	3	1.3	27
Cc1noc(C)c1S(=O)(=O)N1CCCC(C(=O)Nc2nccs2)C1 (stereo not drawn)	2	7	-1	3	0.1	3	-9	0.0	-8
COc1ccc(C)cc1NS(=O)(=O)c1ccc(NS(=O)(=O)c2ccc(NC(C)=O)cc2)cc1	7	4	1	-5	0.0	-14	-3	-1.5	3
CC(C)(C)c1ccc(CN2N=Nc3ccccc3S2(=O)=O)cc1	-7	-13	31	0	1.1	-8	1	-1.3	-31
CCN(CC)C(=O)c1cccc(C)c1	-2	4	-6	-2	3.2	-4	-8	-0.9	-4
COC1(OC)N=C(N)C2(C#N)C(c3cccc(Oc4ccccc4)c3)C12C#N (stereo not drawn)	1	26*	-24	4	-0.8	1	12	-0.5	0
Cc1c(NC(=O)NCc2ccccc2)c(=O)n(-c2ccccc2)n1C	-4	-7	8	24	0.1	-3	-4	0.1	0
CCC(C)N=Cc1c(Nc2ccccc2)nc2c(C)cccn2c1=O (stereo not drawn)	-5	0	3	5	-1.3	-3	-12	0.3	28
Cc1cc(-c2n[nH]c(=S)n2/N=C/c2ccc(Cl)c([N+](=O)[O-])c2)n[nH]1	6	1	-19	14	1.4	0	-1	-0.1	10
COc1ccc(NC(=O)CSc2nc3ccccc3c(=O)n2CCCN2CCCCC2)c(OC)c1	5	5	13	4	-1.2	-1	-3	-0.2	-7
CC1=CC(C)(C)NC(=S)N1NC(=O)c1ccccc1Cl	-1	-9	13	5	0.5	2	-4	0.0	-7
Cc1ccc(/C=C/C(=O)NC(=S)Nc2ccc(S(=O)(=O)Nc3cc(C)on3)cc2)cc1	1	-15	26	-6	3.1	-6	-3	-0.4	-2
Cc1ccc2nc(-c3ccc(NC(=O)COC(=O)c4ccc(Br)o4)cc3)sc2c1	-1	-18	-4	5	0.9	-5	11	0.0	-24
CCc1ccc(CN2CCC(C(=O)Nc3cccc(-c4nnc(C)s4)c3)CC2)o1	1	1	-17	-6	x	-8	7	-0.5	-1
O=C(NC1=NCCS1)[C@H](Cc1ccccc1)N1C(=O)c2ccccc2C1=O	1	7	4	-12	-0.3	1	-3	0.7	-3
CCCCNC(=O)Nc1ccc(C2SCCS2)cc1	1	5	27	-12	1.9	0	-2	-0.3	6
Cc1cc(=O)n2[nH]cc(-c3ccccc3)c2n1	4	-8	-10	-2	0.0	-2	-1	-0.2	-5
Cc1ccc(-c2csc(N(CCc3ccccc3)C(=O)COc3ccccc3)n2)cc1	1	2	0	2	-0.5	-1	6	-0.1	27
COc1ccc(N(CC(=O)N2CCCCCC2)S(=O)(=O)c2ccccc2)cc1	0	0	-4	16	0.4	1	-10	0.1	-1
O=C(Nc1ccc(Br)cc1)c1cc(-c2ccc3c(c2)OCO3)on1	5	2	1	-3	-0.5	-6	3	-0.1	-3
CN=C1SC(C(=O)O)CC(=O)N1C (stereo not drawn)	0	-5	6	-24	0.0	-7	3	-0.7	-7
CCCc1[nH]n(-c2nc3ccccc3s2)c(=O)c1C=NCCN1CCOCC1	5	-9	-2	-4	-0.4	-4	-3	-1.4	-2
CCC(Sc1ncccc1C(=O)O)C(=O)N1CCCC1 (stereo not drawn)	-1	4	15	-1	-1.6	-12	3	-0.7	0
Cc1c[n+]([O-])cc(C)c1[N+](=O)[O-]	7	11	2	17	-0.4	-4	-8	-0.3	-8
O=C1c2ccc(-c3ccc(Cl)c(C(F)(F)F)c3)cc2S(=O)(=O)c2cccc(C(=O)N3CCN(c4ncc(Br)cn4)CC3)c21	4	14	1	2	1.1	-3	-9	-0.3	69*

Sorted by the number under PABP1 MLLE inh (lowest first): some entries from above.
Structure	MT1-MMP act inh	CendR NRP1 mod	PABP1 MLLE inh	SKN-1 block	MsrA inh	MsrA act	E coli Lon inh	TbMetRS inhib
CCCc1[nH]n(-c2nc3ccccc3s2)c(=O)c1C=NCCN1CCOCC1	5	-9	-2	-4	-0.4	-4	-3	-1.4
O=C(Nc1ccc(Br)cc1)c1cc(-c2ccc3c(c2)OCO3)on1	5	2	1	-3	-0.5	-6	3	-0.1
COc1ccc(NC(=O)CSc2nc3ccccc3c(=O)n2CCCN2CCCCC2)c(OC)c1	5	5	13	4	-1.2	-1	-3	-0.2

Full records from above. Screens in order: MT1-MMP act inh | CendR NRP1 mod | PABP1 MLLE inh | SKN-1 block | MsrA inh | MsrA act | E coli Lon inh | TbMetRS inhib | FAS-TE inh
COc1ccc(NC(C)=O)c(C)c1 across the screens: 0 | -6 | -11 | -15 | -1.1 | -14 | 5 | -1.3 | 1
CCOc1ccc(/C=N\NC(=O)c2c(C)nc3cc(C)ccn23)cc1 across the screens: 1 | -7 | -2 | 7 | 3.1 | -4 | -5 | -0.5 | -4
O=C(Nc1ccc(Br)cc1)c1cc(-c2ccc3c(c2)OCO3)on1 across the screens: 5 | 2 | 1 | -3 | -0.5 | -6 | 3 | -0.1 | -3
